TDP-43 yeast inh – qHTS of TDP-43 Inhibitors. TDP-43 expressing yeast growth rescue, BacTiter-Glo, 24 h. Potency, µM (series often up to 46.1 µM), inactives show at the top dose growth rescue (activation), actives largely listed as activators. actives 1.8% (n = 410,000). AID 652104, 2013; further: % of control where 0% means no effect; nearly all actives have a fitted effect of over 50% in size
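In this qHTS, compounds that restore growth of yeast expressing TDP-43 appear as activators. Cells (OD600=0.02, galactose medium, raffinose-pregrown) are incubated with compound 24 hr at 30 deg C and growth is quantified by BacTiter-Glo.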
EPAC1 agonist – qHTS for Agonist of cAMP-regulated guanine nucleotide exchange factor 3 (EPAC1): primary screen; Rap guanine nucleotide exchange factor 3 (Homo sapiens), O95398; EPAC1 agonist qHTS, biochemical assay; response scale: 100% = response to 6.5 mM cAMP; Potency, µM (titrated, usually from 154 µM), for inactives: at the top dose activation, hits mostly activators; actives 0.073% (n = 360,000); AID 720707, 2013; further: nearly all actives have a fitted effect of over 60% in size
Target sequence (O95398 whole entry, looked up): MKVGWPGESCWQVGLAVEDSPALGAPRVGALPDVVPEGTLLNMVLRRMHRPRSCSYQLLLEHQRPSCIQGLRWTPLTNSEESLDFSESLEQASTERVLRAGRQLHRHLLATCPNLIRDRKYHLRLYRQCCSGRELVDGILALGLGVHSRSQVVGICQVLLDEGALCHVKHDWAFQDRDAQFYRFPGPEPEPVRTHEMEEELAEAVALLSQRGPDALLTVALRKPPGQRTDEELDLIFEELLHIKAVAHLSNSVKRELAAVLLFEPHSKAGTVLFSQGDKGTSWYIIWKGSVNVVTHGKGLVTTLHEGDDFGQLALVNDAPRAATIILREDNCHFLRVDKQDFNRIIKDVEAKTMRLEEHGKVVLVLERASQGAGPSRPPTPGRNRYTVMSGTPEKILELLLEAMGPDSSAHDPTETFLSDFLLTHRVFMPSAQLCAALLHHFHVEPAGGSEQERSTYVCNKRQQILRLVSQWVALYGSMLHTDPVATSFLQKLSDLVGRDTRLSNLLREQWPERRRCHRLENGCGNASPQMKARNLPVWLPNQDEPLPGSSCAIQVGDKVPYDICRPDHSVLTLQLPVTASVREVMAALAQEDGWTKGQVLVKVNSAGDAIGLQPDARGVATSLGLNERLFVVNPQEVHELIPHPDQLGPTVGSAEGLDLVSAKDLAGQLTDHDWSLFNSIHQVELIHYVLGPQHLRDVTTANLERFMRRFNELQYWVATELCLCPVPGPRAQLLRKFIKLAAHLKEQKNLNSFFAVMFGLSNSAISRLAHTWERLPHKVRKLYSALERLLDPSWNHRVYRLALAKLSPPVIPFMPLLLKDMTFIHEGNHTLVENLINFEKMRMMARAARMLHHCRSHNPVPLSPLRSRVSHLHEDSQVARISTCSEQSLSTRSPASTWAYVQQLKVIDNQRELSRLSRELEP
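Nucleotide exchange assay: 100 nM EPAC1 with 250 nM Rap1B loaded with BODIPY-GDP and 50 uM GDP, room temperature. Fluorescence (480/540 nm) read every 5 min for 30 min; signal change normalized to 6.5 mM cAMP as full agonist.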
EPAC2 antagonist – qHTS for Antagonist of cAMP-regulated guanine nucleotide exchange factor 2 (EPAC2): primary screen; Rap guanine nucleotide exchange factor 4 (Homo sapiens), Q8WZA2; EPAC2 GEF exchange of Rap1B-BODIPY-GDP, fluorescence; Potency, µM (top dose mostly 114 µM), for the others: at the top dose activity, negative = inhibition, usual class: inhibitors; actives 0.18% (n = 360,000); AID 720708, 2013; further: on the % scale 0 is the no-effect control and ±100 the full control effect; nearly all actives have a fitted effect of over 45% in size; many of its hits are not listed in these tables
EPAC1 antagonist – qHTS for Antagonist of cAMP-regulated guanine nucleotide exchange factor 3 (EPAC1): primary screen; Potency, µM (highest dose often 115 µM), for inactives: at the highest dose activity change, negative = inhibition, hits mostly inhibitors; Rap guanine nucleotide exchange factor 3 (Homo sapiens), O95398; actives 0.14% (n = 360,000); EPAC1 GEF assay, Rap1b-BODIPY-GDP exchange fluorescence;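 further: plate controls were vehicle for no effect and positive control for full effect; nearly all actives have a fitted effect of over 50% in size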
PTHR1 agonist – qHTS for PTHR1 Agonists: Primary Screen | HEK293 GP2 PTHR1 cells, GloSensor cAMP luminescence, 1 h | Potency, µM (titrated, usually from 115 µM), for the others: at the top dose activation, most hits filed as activators | actives 0.075% (n = 410,000); further: nearly all actives have a fitted effect of over 55% in size; some results filed as inactive show a strong effect at the top dose; inactives centre near -15; many of its hits are not listed in these tables
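HEK-293-derived GP2 cells expressing PTHR1 and a GloSensor cAMP reporter, 3,000/well, plated overnight, given luciferin plus IBMX (each 0.5 mM as added) for 1 h at 37 °C, then compound for 1 h at 37 °C. Luminescence was read after 15 min at room temperature.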
aSyn yeast inh – qHTS of alpha-syn Inhibitors. actives 0.14% (n = 370,000). Yeast expressing alpha-synuclein, growth rescue, BacTiter-Glo, 24 h. AID 652106, 2013. Potency, µM (top dose mostly 46.1 µM), without a hit: top-dose growth rescue (activation), actives largely listed as activators; further: % of control where 0% means no effect; nearly all actives have a fitted effect of over 65% in size
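Galactose-induced alpha-syn yeast (OD600=0.02, raffinose-pregrown) + pinned cpd, 24 hr, 30 deg C; growth by BacTiter-Glo luminescence. Growth restoration scores as activation.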
EPAC2 ag – qHTS for Agonist of cAMP-regulated guanine nucleotide exchange factor 4 (EPAC2): primary screen | Rap guanine nucleotide exchange factor 4 (Homo sapiens), Q8WZA2 | EPAC2 activation, biochemical qHTS; response scale: 100% = 6.5 mM cAMP response | Potency, µM (doses to about 154 µM), for inactives: top-dose activation, actives largely listed as activators | actives 0.079% (n = 360,000) | AID 720711, 2013; further: nearly all actives have a fitted effect of over 50% in size
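Each well held 100 nM EPAC2, 250 nM RAP1B-BODIPY-GDP and 50 uM GDP. Fluorescence, read at 5-min intervals to 30 min, was referenced to a 6.5 mM cAMP positive control.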
FUS yeast rescue – qHTS for Suppressors of FUS Proteinopathy: Primary screen using FUS-linked yeast assay; S. cerevisiae FUS-expressing, growth rescue, OD600, 24 h; actives 0.24% (n = 390,000); Potency, µM (series often up to 76.6 µM), without a hit: top-dose growth rescue (activation), usual class: activators;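 further: plate controls were DMSO vehicle for no effect and reference control for full effect; nearly all actives have a fitted effect of over 55% in size; some results filed as inactive show a strong effect at the top dose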
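Cultures pregrown in 2.5% raffinose medium are shifted to minimal medium containing 2% galactose to express toxic FUS. Compounds are tested at several concentrations. After 24hr at 30C, growth is quantified at 600 nm absorbance.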
The depositor's hits bear a star; i = inactive; u = inconclusive; x = not tested or not shown; & = joins results of further samples; [ ] = dose if it differs, or a comment. The call rests on the fitted dose curve; in most records, active means well fitted curve in the direction sought with a large enough effect; inconclusive means small, poorly fitted or top-dose-only effect, or another doubt; inactive means no such curve, though single readings can be large; an effect the other way counts as inactive or inconclusive. Potency means the concentration at half of the fitted maximal effect. Not all compounds are listed. The share of hits here may be higher or lower than overall.

SMILES	TDP-43 yeast inh	EPAC1 agonist	EPAC2 antagonist	EPAC1 antagonist	PTHR1 agonist	aSyn yeast inh	EPAC2 ag	FUS yeast rescue
Cc1cccc(-c2nnn(CC/C(N)=N/O)n2)c1	4%	-6%	5%	8%	i	1%	-7%	4%
COC(=O)N(C)CCCC1(C)C(=O)N(C)c2ccc(O)cc21 (configuration not stated)	-26%	0%	13%	14%	-14%[57.5 µM]	-13%	1%	18%
O=C(Nc1ccccc1)c1csc(-c2ccccc2)n1	u	10%	-11%	-1%	-4%	-15%	10%	1%
Cc1ccc(C)c(NC(=O)CSc2nnc(CCNC(=O)OC(C)(C)C)o2)c1	-12%	1%	-13%	-14%	-18%[57.5 µM]	8%	4%	8%
O=C(/C=C/c1ccc([N+](=O)[O-])cc1)NNC(=O)C1CC1	11%	-2%	1%	0%	i	-2%	8%	15%
O=C(N/C(=C\c1cccc([N+](=O)[O-])c1)C(=O)N1CCCCC1)c1cccs1	-14%	5%	-3%	5%	-1%	6%	12%	0%
Cc1ccc(-n2c(C)nnc2SCC(=O)N(C)C2CCS(=O)(=O)C2)cc1 (configuration not stated)	22%	13%	3%	0%	-23%	3%	5%	-22%
Cc1cn(CC(=O)NCc2nc3ccccc3[nH]2)c(=O)[nH]c1=O	25%	-11%	2%	-2%	i	-2%	-2%	-16%
CC(C)OCCCn1c(NN)nc2ccccc2c1=O	-16%	-2%	7%	-9%	i	1%	-15%	8%
Fc1ccc(CNC2CCN(Cc3ccccc3)CC2)cc1	12%	-1%	5%	u	-65%[inhibitor]	-3%	4%	20%
CCOC(=O)c1ccc(NC(=O)Cn2ncc(Cl)c(Cl)c2=O)cc1	-15%[0.397 µM]	-16%	-4%	-24%	-50%[inhibitor]	0%	-13%	62%
Cc1cccc(C)c1-n1ncc(C(=O)NC2CCCC2)c1C1CCNCC1	2%	11%	3%	11%	i	3%	1%	-1%
CSc1nnc(-c2cccs2)n1C	-4%	8%	2%	-26%	i	-4%	18%	-5%
O=S(=O)(Nc1ccc(N2CCCCC2)cc1)c1ccccc1F	11%	10%	1%	1%	-28%	-3%	7%	-4%
N/C(=N\OC(=O)c1cccc(F)c1)c1ccccc1	-81%[inhibitor]	-7%	-5%	-11%	-27%	-48%[inhibitor]	-13%	x
COC(=O)N(C)C[C@@H]1OCc2cn(nn2)CCCC(=O)N([C@H](C)CO)C[C@H]1C	10%	15%	-3%	-22%	8%	4%	-1%	-7%
C[C@@H]1COC(=O)[C@@H](Cc2ccc(F)cc2)C/C=C\C[C@@H](CC(=O)N[C@H](CO)Cc2ccccc2)C(=O)N1	-5%	-20%	33%[activator]	6%	-2%	-3%	0%	19%
COc1ccc(NS(=O)(=O)c2cccc(C(=O)NCc3ccco3)c2)cc1	0%	-3%	2%	-7%	-35%[inhibitor]	0%	13%	11%
O=C(CSc1nnc(C2CC2)n1-c1ccccc1)NC1CCS(=O)(=O)C1 (configuration not stated)	8%	1%	1%	-9%	-11%	-6%	10%	-19%
O=C(CNC(=O)c1ccccc1)N/N=C/c1cc(Br)ccc1O	-19%	-13%	28%	6%	-10%	-1%	5%	2%
Cc1cc(CNC(=O)COC(=O)c2ccc(Cl)c(N)c2)cc(C)c1O	-1%	-6%	-7%	6%	i	5%	-5%	8%
Cc1csc(SCC(=O)NC(C)c2ccc(F)cc2)n1 (configuration not stated)	-11%[9.22 µM]	11%	-1%	6%	-7%	1%	1%	-7%
Cc1onc(-c2ccccc2Cl)c1C(=O)NCCn1c(C)cc2ccccc21	-1%	-6%	-24%	u	9%	10%	7%	u
COc1cc(NS(=O)(=O)c2ccc(NC(=S)NC(=O)c3ccco3)cc2)ncn1	-18%	-3%	1%	7%	-2%	-1%	6%	3%
NCCN=C1NS(=O)(=O)c2ccccc21	-15%	7%	7%	4%	-11%[57.5 µM]	-4%	12%	0%
CCOc1ccc(CCNC(=O)Cn2ccc3ccccc3c2=O)cc1OCC	4%[9.22 µM]	-3%	-3%	-28%	i	-2%	2%	5%
CCc1ccc(C(=O)COC(=O)c2cccnc2Cl)cc1	19%[9.22 µM]	-5%	u	-7%	-88%[inhibitor]	0%	2%	4%
Brc1ccccc1OCCCN1CCCCCC1	-27%	-1%	12%	11%	-6%	1%	-3%	6%
COCCNC(=O)/C(C#N)=C/c1ccc(C)o1	-25%	0%	0%	-7%	i	1%	0%	6%
Clc1cc(NC2CCCCC2)ncn1	7%	4%	0%	-4%	i	4%	13%	-3%
NNc1nc2ccccc2c(=O)n1Cc1ccccc1	26%	1%	1%	-11%	-34%	7%	7%	4%
CC(C)(C)Nc1nc(Cl)nc(NC2CCCCC2)n1	5%	0%	-2%	12%	8%	-16%	0%	26%
COc1ccc(OC)c(NC(=O)c2nc(SCc3ccccc3F)ncc2Cl)c1	-21%	x	x	x	u	2%	x	-21%
CC(=O)Nc1ccc(C#Cc2ccc(NC(C)=O)cc2)cc1	-25%	4%	-2%	-4%	i	-7%	8%	18%
O=C(Nc1ccc2oc(-c3ccccc3)nc2c1)c1cc(-n2cnnc2)ccc1Cl	9%	-2%	9%	14%	-14%	5%	-4%	1%
Cc1ccc(Cl)c2c(N=Nc3ccccc3)c(O)[nH]c12	1%	4%	77%[activator]	-1%	-37%	-3%	u	-9%
CCn1c(SCC(=O)N(C)CC(=O)Nc2ccc(OC)cc2)nnc1-c1ccco1	-6%	-1%	5%	-7%	-9%	-2%	-14%	6%
CC1(C)Cc2c(c(-c3ccccc3)[nH]c(=O)c2C#N)CS1	5%	7%	-3%	6%	i	-2%	-2%	19%
CCN1CCN(CC(O)COC(C)C)CC1 (configuration not stated)	-21%	14%	1%	19%	i	0%	5%	11%
Cc1ccc(NC(=O)CN(C)C(=O)CSc2nnnn2C)cc1	-3%	10%	-3%	-17%	i	-5%	6%	0%
CCN(C(=O)c1cc(S(=O)(=O)N2CCCCC2)c[nH]1)c1ccc(OC)cc1	19%&24%	-8%	4%	-19%	i	-3%	-3%	4%&-14%
CC(=O)N[C@@H](Cc1c[nH]c2ccccc12)C(=O)NC1CC1	9%	2%	14%	3%	-1%	-5%	13%	-22%
Cc1ccccc1OCC(=O)Nc1cc(Cl)ccc1Oc1ccccc1	17%	7%	3%	10%	-16%	0%	8%	6%
COc1ccc(/C=C(\C)c2nc(C)c(-c3ccccc3)c(=O)[nH]2)cc1	-4%	5%	-5%	-5%	i	4%	5%	0%
COc1ccc(NC(=O)CSc2nc(=O)n(CCN3CCOCC3)c3c2CCC3)c(OC)c1	1%	u	12%	9%	i	0%	9%	14%
COc1ccc(NC(=O)C2CCC(CNS(=O)(=O)c3cccs3)CC2)cc1OC (configuration not stated)	1%&7%	1%	3%	-9%	-13%	-2%	8%	7%&-8%
Cc1cc(Cl)ccc1OCCCC(=O)OCC(=O)c1c(N)n(C)c(=O)n(C)c1=O	u	12%	u	-3%	-1%	21%	26%	-2%
Cc1c(Cl)cccc1NC(=O)CCC(=O)N/N=C/c1ccco1	2%	-2%	9%	-22%	i	2%	2%	-3%

The final 4 records of the part above come first, to join the parts.
SMILES	TDP-43 yeast inh	EPAC1 agonist	EPAC2 antagonist	EPAC1 antagonist	PTHR1 agonist	aSyn yeast inh	EPAC2 ag	FUS yeast rescue
COc1ccc(NC(=O)CSc2nc(=O)n(CCN3CCOCC3)c3c2CCC3)c(OC)c1	1%	u	12%	9%	i	0%	9%	14%
COc1ccc(NC(=O)C2CCC(CNS(=O)(=O)c3cccs3)CC2)cc1OC (configuration not stated)	1%&7%	1%	3%	-9%	-13%	-2%	8%	7%&-8%
Cc1cc(Cl)ccc1OCCCC(=O)OCC(=O)c1c(N)n(C)c(=O)n(C)c1=O	u	12%	u	-3%	-1%	21%	26%	-2%
Cc1c(Cl)cccc1NC(=O)CCC(=O)N/N=C/c1ccco1	2%	-2%	9%	-22%	i	2%	2%	-3%
CCc1ccccc1NC(=O)c1cc([N+](=O)[O-])ccc1N1CCOCC1	6%	4%	-2%	-25%	-18%	3%	3%	22%
COc1cccc(N2CN(CCc3ccccc3)CNC2=S)c1	u	5%	-1%	16%	i	4%	0%	-2%
CCOc1ccc(C(=O)NCc2ccco2)cc1	-10%	2%	-14%	-10%	29%	0%	1%	u
CC1(C)Cc2c(sc3[nH]c(=O)n(CC(=O)NCC4CCCO4)c(=O)c23)CO1 (configuration not stated)	-7%	-1%	-6%	7%	i	0%	0%	2%
CCOC(=O)c1c(C=O)c(C)n(Cc2ccccc2)c1C	u	2%	5%	0%	i	4%	8%	19%
Cc1cc(-c2csc(NC(=O)C3=COCCO3)n2)c(C)n1C	9%	-15%	-5%	u	-20%	-1%	0%	u
O=C(c1ccc(F)c(S(=O)(=O)N2CCOCC2)c1)N(c1ccccc1)c1ccccn1	-12%[9.22 µM]	9%	-9%	-2%	-2%	-1%	7%	14%
Cc1cc(C)n(C(C)CNS(=O)(=O)c2ccc(Cl)cc2)n1 (configuration not stated)	-22%	0%	-12%	4%	-18%	-1%	11%	0%
O=C1NCC(COc2ccc([N+](=O)[O-])cc2)O1 (configuration not stated)	11%	-5%	1%	-13%	i	-1%	5%	17%
CN1CCN(c2ccccc2NC(=O)c2ccc(-c3cccc(Cl)c3)o2)CC1	6%	16%	-6%	-12%	-18%	0%	4%	22%
Cc1ccc(-c2cc3onc(-c4ccccc4)c3c(=O)n2C)cc1	27%	14%	-10%	-29%	-52%[inhibitor]	-9%	6%	-19%
COc1ccc(-c2[nH]ncc2CN2CCN(C3CCCCC3)C(=O)C2)cc1F	-1%	-11%	-6%	-8%	-8%	-4%	0%	19%
Cc1nnc(NC(=O)CN2CCN(Cc3ccccc3)CC2)s1	0%	-7%	7%	-3%	i	-1%	-5%	-13%
